Assay outcomes from PubChem BioAssay.
EPAC1 antagonist: antagonists of human EPAC1; EPAC1 GEF assay, Rap1b-BODIPY-GDP exchange fluorescence; O95398; Potency, µM (titrated, usually from 115 µM), without a hit: at the top dose activity change, negative = inhibition, actives largely listed as inhibitors; actives 0.14% (n = 360,000); AID 720709;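 also: plate controls were vehicle for no effect and positive control for full effect; nearly all actives have a fitted effect of over 50% in size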
EPAC1 agonist: activates human EPAC1 exchange factor | O95398 | EPAC1 agonist qHTS, biochemical assay; response scale: 100% = response to 6.5 mM cAMP | Potency, µM (titrated, usually from 154 µM), inactives show at the top dose activation, most hits filed as activators | actives 0.073% (n = 360,000) | AID 720707; also: nearly all actives have a fitted effect of over 60% in size
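Nucleotide exchange by EPAC1 (100 nM) on Rap1B–BODIPY-GDP (250 nM) in the presence of 50 uM GDP is tracked fluorescently at 480/540 nm over 30 min. Signals are normalized to a 6.5 mM cAMP control.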
EPAC2 agonist: agonists of human EPAC2 (RAPGEF4); EPAC2 activation, biochemical qHTS; response scale: 100% = 6.5 mM cAMP response; Potency, µM (titrated, usually from 154 µM), without a hit: top-dose activation, hits mostly activators; actives 0.079% (n = 360,000); also: nearly all actives have a fitted effect of over 50% in size
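Compounds were titrated in qHTS against a Rap1B-BODIPY-GDP (250 nM) complex with EPAC2 (100 nM) and GDP (50 uM). BODIPY-GDP release tracked at 480/540 nm over 30 min at room temperature, normalized to 6.5 mM cAMP.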
PTHR1 ag: PTHR1 (human) receptor agonism. Q03431. HEK293 GP2 PTHR1 cells, GloSensor cAMP luminescence, 1 h. Potency, µM (highest dose often 115 µM), inactives show at the highest dose activation, actives largely listed as activators. actives 0.075% (n = 410,000); also: nearly all actives have a fitted effect of over 55% in size; some results filed as inactive show a strong effect at the top dose; inactives centre near -15; many of its hits are not listed in these tables
Target sequence (Q03431 whole entry, looked up): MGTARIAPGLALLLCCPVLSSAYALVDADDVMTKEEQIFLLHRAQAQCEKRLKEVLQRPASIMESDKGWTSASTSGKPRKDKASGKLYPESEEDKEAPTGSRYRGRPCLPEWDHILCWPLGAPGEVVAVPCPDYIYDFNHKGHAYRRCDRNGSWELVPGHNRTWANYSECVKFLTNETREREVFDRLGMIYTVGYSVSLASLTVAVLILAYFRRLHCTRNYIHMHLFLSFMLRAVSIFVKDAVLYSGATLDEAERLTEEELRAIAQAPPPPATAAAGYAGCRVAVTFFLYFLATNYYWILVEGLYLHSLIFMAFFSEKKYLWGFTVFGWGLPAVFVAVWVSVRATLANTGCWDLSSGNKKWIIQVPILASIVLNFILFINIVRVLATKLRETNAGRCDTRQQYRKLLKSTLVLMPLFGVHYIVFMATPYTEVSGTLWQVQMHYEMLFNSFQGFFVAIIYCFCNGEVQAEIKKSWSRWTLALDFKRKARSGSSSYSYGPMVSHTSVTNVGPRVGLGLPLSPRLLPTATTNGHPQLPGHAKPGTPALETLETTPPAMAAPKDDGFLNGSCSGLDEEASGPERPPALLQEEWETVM
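HEK-293-derived GP2 cells expressing PTHR1 and a GloSensor cAMP reporter, 3,000/well, plated overnight, given luciferin plus IBMX (each 0.5 mM as added) for 1 h at 37 °C, then compound for 1 h at 37 °C. Luminescence was read after 15 min at room temperature.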
aSyn rescue: alpha-synuclein toxicity inhibition in yeast; Yeast expressing alpha-synuclein, growth rescue, BacTiter-Glo, 24 h; Potency, µM (highest dose often 46.1 µM), inactives show at the top dose growth rescue (activation), most hits filed as activators; actives 0.14% (n = 370,000); AID 652106; also: % of control where 0% means no effect; nearly all actives have a fitted effect of over 65% in size
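Galactose-induced alpha-syn yeast (OD600=0.02, raffinose-pregrown) + pinned cpd, 24 hr, 30 deg C; growth by BacTiter-Glo luminescence. Growth restoration scores as activation.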
FUS yeast rescue: FUS proteinopathy suppression in yeast; S. cerevisiae FUS-expressing, growth rescue, OD600, 24 h; Potency, µM (highest dose often 76.6 µM), without a hit: at the top dose growth rescue (activation), most hits filed as activators; actives 0.24% (n = 390,000); AID 1347120;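 also: plate controls were DMSO vehicle for no effect and reference control for full effect; nearly all actives have a fitted effect of over 55% in size; some results filed as inactive show a strong effect at the top dose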
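Absorbance at 600 nm, taken 24hr after compound addition, measured rescue of FUS-yeast growth at 30C. Induction used 2% galactose with seeding at OD 0.005. Controls: CP55940 from 92uM final, DMSO only.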
EPAC2 antag: EPAC2 (human) antagonism. Potency, µM (series often up to 114 µM), for the others: at the highest dose activity, negative = inhibition, usual class: inhibitors. AID 720708. actives 0.18% (n = 360,000). EPAC2 GEF exchange of Rap1B-BODIPY-GDP, fluorescence. Q8WZA2; also: % is scaled to controls: 0 for no effect and ±100 for the full control effect; nearly all actives have a fitted effect of over 45% in size; many of its hits are not listed in these tables
TDP43 rescue: TDP-43 toxicity inhibition in yeast. TDP-43 expressing yeast growth rescue, BacTiter-Glo, 24 h. Potency, µM (series often up to 46.1 µM), without a hit: top-dose growth rescue (activation), most hits filed as activators. actives 1.8% (n = 410,000). AID 652104; also: % of control where 0% means no effect; nearly all actives have a fitted effect of over 50% in size
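Luminescence from BacTiter-Glo reports growth of TDP-43-expressing yeast after 24 hr at 30 deg C with compound. Cells were raffinose-pregrown to mid-log, then seeded in galactose medium at OD600=0.02.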
An asterisk follows results filed as active; i = inactive; ? = inconclusive; . = no result given; & = joins results of further samples; [ ] = remark or other dose. Calls follow the shape of the dose curve; as a rule, active = well fitted curve in the direction sought with a large enough effect; inconclusive = small, poorly fitted or top-dose-only effect, or another doubt; inactive = no such curve, though single readings can be large; an effect the other way counts as inactive or inconclusive. Potency is read from the fitted curve at half-maximal effect.

cpd	SMILES	EPAC1 antagonist	EPAC1 agonist	EPAC2 agonist	PTHR1 ag	aSyn rescue	FUS yeast rescue	EPAC2 antag	TDP43 rescue
1	O=C(Nc1ncc2c(n1)-c1ccccc1OC2)c1ccc(F)cc1	1%	-3%	12%	i	-1%	11%	10%	18%
2	CS(=O)(=O)N(CC(=O)N1CCCCC1)Cc1ccc(Cl)cc1	12%	-2%	-7%	-20%	5%	.	9%	-1%
3	COc1ccc(C)cc1S(=O)(=O)N1CCC(C(=O)N2CCOCC2)CC1	10%	2%	2%	i	-20%	18%	17%	-16%
4	CCCCn1c(=O)c(C(C)=O)c(O)c2ccccc21	2%	-2%	-2%	-18%	5%	15%	0%	8%
5	Cc1ccc(-c2ccc(CCC(=O)O)n2-c2cccc(C(=O)O)c2)cc1	4%	15%	22%	-10%	16%	17%	-9%	9%
6	Cc1cccc(OCC(=O)NCc2n[nH]c(=O)c3ccccc23)c1	-26%	1%	9%	-11%	-2%	16%	-1%	5%
7	CC(C)c1nnc(NC(=O)CSc2nc3ccccc3s2)s1	15%	6%	12%	-5%[57.5 µM]	1%	22%	-3%	26%
8	CCC1(CC)NC(=O)N(CC(=O)N2CCc3ccccc32)C1=O	3%	-9%	4%	-16%	-1%	9%	-13%	-4%
9	Cc1ccc2[nH]c(=O)c(CN(C)C(=O)c3ccccn3)cc2c1	-1%	-6%	3%	19%[57.5 µM]	-20%	-8%	2%	-3%
10	COCCCNC(=O)CN1C(=O)/C(=C/c2ccccc2)Sc2ccccc21	11%	-8%	-10%	-25%	5%	-4%	-15%	17%
11	COc1ccc(CN2C[C@@H](CO)O[C@@H](n3cnc4c(NC5CCC5)ncnc43)C2)cc1	1%	11%	16%	i	-7%	3%	16%	0%
12	CCN(CC)S(=O)(=O)c1ccc(C(=O)NCCN2C(=O)S/C(=C\c3cccnc3)C2=O)cc1	-4%	0%	-1%	-38%[inhibitor]	-4%	5%	14%	-4%
13	O=C(NC(=O)c1ccccc1)Nc1ccccc1O	-7%	8%	11%	-67%[inhibitor]	-7%	1%	-1%	-9%
14	CN(C)CCCNC(=O)C(=O)Nc1ccc2c(c1)N(S(=O)(=O)c1cccs1)CCC2	11%	-4%	3%	-13%	-5%	21%	11%	-12%
15	O=C(CCCN1C(=O)/C(=C/c2cccs2)SC1=S)Nc1ccc(O)cc1	5%	11%	5%	i	1%	27%	-2%	-11%
16	Cn1cc(Br)c(NC(=O)/C=C/C(=O)O)n1	8%	-4%	13%	i	5%	-6%	-8%	16%
17	COc1ccc(S(=O)(=O)Nc2c(C)n(C)n(-c3ccccc3)c2=O)cc1Br	-10%	12%	8%	i	3%	-18%&10%	-8%	25%&0%
18	CCOC(=O)CCC(=O)N1CCNC(=O)C1	-11%	1%	8%	i	-1%	-15%	-7%	11%
19	Cc1ccc(NC(=O)CN(C)C(=O)c2cccc(S(=O)(=O)N3CCc4ccccc4C3)c2)cc1	1%	20%	7%	i	-3%	-12%	-2%	9%
20	COc1ccccc1NC(=O)Nc1ccnn1C1CCN(C(=O)c2cccnc2)CC1	-9%	7%	17%	-17%	-9%	-9%	2%	0%
21	CCN(CC)c1ccc2cc(-c3nc(-c4cc5ccccc5oc4=O)cs3)c(=O)oc2c1	0%	6%	6%	i	1%	34%	49%[activator]	-19%
22	Cc1ccc(S(=O)(=O)N2CCC[C@H]2C(=O)NC2CCCCC2)cc1	1%	-3%	1%	-20%	0%	4%	8%	21%
23	Cc1cc(Br)ccc1OCC(=O)N1CCCCCC1	9%	-3%	-3%	i	9%	20%	-4%	-12%
24	Oc1ccc(Br)cc1/C=N/Nc1ccccn1	-1%	1%	4%	-30%	?	-26%	-7%	-73%[inhibitor]
25	CCCc1[nH]nc2c1C(Cc1ccccc1)C(C#N)=C(N)O2 (configuration not stated)	-1%	-3%	12%	-12%	-2%	15%	-4%	-3%
26	Cc1ccc(NC(=O)CN(C)CC(=O)N(C)Cc2ccccc2)cc1	-18%	-6%	0%	-23%	1%	-7%	10%	3%
27	COC(=O)c1sc(-c2ccc(C(C)(C)C)cc2)cc1NC(=O)COCC(=O)O	-26%	-12%	-14%	-23%	0%	?	-18%	15%
28	O=C(CSc1ncccn1)N1CCN(Cc2ccccc2)CC1	-7%	0%	2%	i	7%	27%	7%	22%
29	CCOc1ccc2ccccc2c1CNc1nnnn1CC	-21%	15%	1%	i	5%	7%	2%	11%
30	Cn1c(C(=O)N2CCN(C(=O)c3ccco3)CC2)cc2c(=O)n3ccccc3nc21	-14%	1%	-1%	i	-1%	32%	-13%	6%
31	O=C(c1cccc(S(=O)(=O)Nc2ccccc2Cl)c1)N1CCN(C(=O)c2ccco2)CC1	?	-4%	0%	i	1%	-2%	3%	3%
32	COc1ccc(CCN2CC(C(=O)NCCCc3ccncc3)CCC2=O)cc1 (configuration not stated)	-5%	-13%	10%	29%	-8%	-6%	12%	0%
33	CCC(O)CNC(=O)NC(=C(Cl)Cl)c1ccc(C)c(F)c1 (configuration not stated)	-9%	2%	7%	-24%	9%	-9%	0%	10%
34	CCn1c(CN2CCCCCC2=O)nnc1SCc1cnc(-c2ccccc2)s1	0%	-1%	-5%	i	0%	21%	7%	8%
35	Cc1ccc(CC2SC(=Nc3ccccc3)N(c3ccccc3)C2=O)cc1 (configuration not stated)	-13%	1%	9%	-4%	-13%	17%	-1%	-21%
36	COc1ccc(C2=CSC3=NCCN23)cc1	4%	1%	2%	i	0%	-5%	3%	-1%
37	Cc1ccc(-c2ccc(S(=O)(=O)N3CCCC3)cc2)cc1	8%	-4%	-4%	i	1%	10%	7%	-18%[1.82 µM]
38	CCOc1ccc(/C=C2/SC(=S)N(C(C(=O)O)c3ccccc3)C2=O)cc1OCC (configuration not stated)	-25%	10%	-5%	i	-4%	23%	?	-19%
39	O=C(CCCCCN1C(=O)c2ccccc2C1=O)Nc1ccc2c(c1)OCCO2	-22%	-1%	5%	7%[57.5 µM]	-3%	18%	0%	-11%
40	CCC(=O)Nc1ccc(NC(=O)c2c(C)nc3ccccn23)cc1	6%	-6%	4%	i	-1%	-4%	6%	-14%

Complete entries as entered above:
O=C(CCCCCN1C(=O)c2ccccc2C1=O)Nc1ccc2c(c1)OCCO2 is listed with EPAC1 antagonist: -22%; EPAC1 agonist: -1%; EPAC2 agonist: 5%; PTHR1 ag: 7%[57.5 µM]; aSyn rescue: -3%; FUS yeast rescue: 18%; EPAC2 antag: 0%; TDP43 rescue: -11%
Cc1ccc(CC2SC(=Nc3ccccc3)N(c3ccccc3)C2=O)cc1 (configuration not stated) is listed with EPAC1 antagonist: -13%; EPAC1 agonist: 1%; EPAC2 agonist: 9%; PTHR1 ag: -4%; aSyn rescue: -13%; FUS yeast rescue: 17%; EPAC2 antag: -1%; TDP43 rescue: -21%

Carrying on:
cpd	SMILES	EPAC1 antagonist	EPAC1 agonist	EPAC2 agonist	PTHR1 ag	aSyn rescue	FUS yeast rescue	EPAC2 antag	TDP43 rescue
41	CCCCSc1nnc(CNC(=O)C23CC4CC(CC(C4)C2)C3)n1Cc1ccccc1	-23%	-8%	-6%	-30%[inhibitor]	-1%	.	-14%	?
42	COc1ccc(-c2ccc(CN3C(CC(C)C)C(=O)N(Cc4cn(CC5CCCCC5)nn4)CCS3(=O)=O)cc2)cc1OC (configuration not stated)	-2%	-10%	7%	-33%[inhibitor]	-5%	39%	7%	6%
43	CC(=O)C1=C(O)C(=O)N(c2nccs2)C1c1ccccc1 (configuration not stated)	-19%	9%	5%	i	1%	-7%	16%	-5%
44	O=C(NCCCCNC(=O)c1ccccc1Br)c1ccccc1Br	5%	1%	-3%	-12%	-1%	-7%	10%	-6%
45	Cc1cc(Cl)ccc1NC(=O)c1ccc2c(c1)CCN2S(C)(=O)=O	-7%	-9%	-2%	-35%[inhibitor]	1%	-6%	11%	16%
46	CSc1ccc(S(=O)(=O)N2CCC(C(=O)NCc3ccccn3)CC2)cc1	18%	12%	14%	-4%	4%	21%	-4%	-14%
47	O=S(=O)(c1ccc(Cl)nc1)N1CCOCC1	12%	2%	9%	21%	-1%[1.84 µM]	4%	12%	-1%
48	O=C(CN1CCN(c2ccccc2)CC1)c1c[nH]c2ccccc12	-7%	-7%	-3%	i	-3%	13%	-9%	18%
49	O=C(CNc1cc(S(=O)(=O)N2CCOCC2)ccc1NCC1CCCO1)Nc1ccccc1F (configuration not stated)	7%	-1%	0%	i	-1%	26%	0%	17%
50	COc1ccc(S(=O)(=O)N(C)c2ccc(C(=O)NC3CC3)cc2)cc1	1%	9%	5%	-19%	0%	.	4%	13%
51	Cn1c(CNC(=O)c2ccc3c(c2)OCO3)nnc1SCC(=O)Nc1ccc(F)cc1	-5%	0%	0%	i	-1%	-5%	16%	1%
52	C=CCn1c(COc2ccccc2)nnc1SCC(=O)C(C)(C)C	0%	-2%	3%	-8%	10%	-14%	5%	6%
53	C[C@@H](NC(=O)[C@@H]1Cc2ccccc2CN1)C(=O)Nc1ccc2c(c1)OCCO2	1%	1%	3%	i	-3%	-6%	-4%	?
54	Cc1cccc(C)c1-n1nnnc1C1(C)CCC(=O)N1CCc1ccccc1F (configuration not stated)	-12%	-5%	-2%	-13%	4%	?	-11%	0%
55	CC(=O)Nc1ccc(NC(=O)CCCn2cnc3ccccc3c2=O)cc1	-4%	8%	2%	i	-1%	0%	2%	-7%
56	CCOc1ccc(S(=O)(=O)N2CCN=C2c2ccccc2)cc1	-9%	-21%	0%	i	-1%	13%	-3%	4%
57	CC(=O)C1(C)CCC2C3C=C(C)C4=CC(=O)CCC4(C)C3CCC21C (configuration not stated)	-11%	4%	3%	0%	9%	.	-10%	25%
58	CC(C)COc1ccc2[nH]c3c(c2c1)CCCC3=O	-2%	-8%	14%	i	2%	4%	-6%	1%
59	O=C(N/N=C/c1cc(Br)cs1)c1ccccc1[N+](=O)[O-]	-7%	-3%	18%	i	2%	18%	-11%	-5%
60	CCN(CC)S(=O)(=O)c1ccc(Cl)c(NC(=O)c2cc(Cl)cc(Cl)c2)c1	6%	10%	7%	i	-4%	38%	-3%	-15%
61	CC1(c2ccc([N+](=O)[O-])cc2)NC(=O)NC1=O (configuration not stated)	4%	2%	10%	-17%	1%	-20%	0%	2%
62	COc1ccc(-c2cc(C(F)(F)F)nc(SCCC(=O)N3CCN4CCCC4C3)n2)cc1 (configuration not stated)	-23%	3%	-2%	i	3%	-13%	-7%	-7%
63	COc1cc(/C=C/C(=O)OCC(=O)Nc2ccc(C)c(S(=O)(=O)N3CCCCC3)c2)ccc1O	2%	4%	2%	-80%	5%	?	-2%	?

Only part of the results is shown; rates above refer to the full screens.
